RXFP1 antag = antagonists of human relaxin receptor RXFP1. HEK293-RXFP1, relaxin-stimulated cAMP HTRF, 30 min; hits give low values. 350,000 tested, 0.59% active. activity change, negative = inhibition, % at 57.5 µM;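 active = activity change of -60% or lower, but not beyond a set lower limit; inconclusive = change between -60% and -40%, or beyond the set limit; inactive = change above -40%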; also: % is scaled to controls: 0 for no effect and ±100 for the full control effect
Target sequence (Q9HBX9 whole entry, looked up): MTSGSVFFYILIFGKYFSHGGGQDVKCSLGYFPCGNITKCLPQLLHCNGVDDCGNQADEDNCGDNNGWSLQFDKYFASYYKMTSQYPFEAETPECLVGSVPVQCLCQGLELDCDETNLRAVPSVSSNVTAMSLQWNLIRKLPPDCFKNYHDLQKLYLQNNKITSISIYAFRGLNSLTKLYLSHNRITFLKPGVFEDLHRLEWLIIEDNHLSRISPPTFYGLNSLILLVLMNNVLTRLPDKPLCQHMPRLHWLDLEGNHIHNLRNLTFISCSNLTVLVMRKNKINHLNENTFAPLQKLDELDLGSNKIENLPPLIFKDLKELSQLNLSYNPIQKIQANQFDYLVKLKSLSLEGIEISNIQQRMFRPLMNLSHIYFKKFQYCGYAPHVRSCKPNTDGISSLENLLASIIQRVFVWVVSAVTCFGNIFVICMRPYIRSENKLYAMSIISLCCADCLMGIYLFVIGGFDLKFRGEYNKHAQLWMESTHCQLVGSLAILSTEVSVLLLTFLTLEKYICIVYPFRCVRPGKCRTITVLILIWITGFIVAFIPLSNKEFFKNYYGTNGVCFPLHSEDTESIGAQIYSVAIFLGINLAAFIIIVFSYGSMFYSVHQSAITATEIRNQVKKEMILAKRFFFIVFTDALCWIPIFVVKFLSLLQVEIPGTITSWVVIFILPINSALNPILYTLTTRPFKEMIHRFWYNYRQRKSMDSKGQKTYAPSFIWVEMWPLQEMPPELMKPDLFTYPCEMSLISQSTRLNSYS
D2 potentiator = D2 dopamine receptor (human) potentiation | P14416 | HEK293 T-REx D2, calcium flux, EC20 dopamine potentiation | potentiation, % at 10 µM | 340,000 tested, 0.34% active;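 active = potentiation over 3 SD above the plate norm, cut at about 30% in these data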; also: 0% is about no effect
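Primary screen. Calcium kinetics in induced HEK293 T-REx D2 cells: compound pre-addition 180 s, EC20 dopamine, 180 s more.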
TRHR ag = agonists of human TRH receptor | activation, % at 2 µM | 360,000 tested, 0.18% active | P34981 | TRHR cells, calcium flux fluo-8, FDSS agonist mode | AID 493084; in the data active = activation above about 30%; also: 0% is about no effect
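Fluo-8-loaded TRHR cells; 10 s baseline, compound added, kinetic Ca2+ fluorescence read 1/s, agonist mode.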
Anesthetic bind = candidate novel general anesthetic via apoferritin binding; apoferritin/1-aminoanthracene competitive binding, fluorescence; 350,000 tested, 0.074% active; P02791; AID 485281; Potency, µM (titrated, usually from 77.5 µM), for inactives: at the top dose activity change, negative = displacement, most hits filed as inhibitors; also: potency is read from the fitted curve at half-maximal effect; % is scaled to controls: 0 for no effect and ±100 for the full control effect; nearly all actives have a fitted effect of over 20% in size
Target sequence (P02791 2-175 limits assumed): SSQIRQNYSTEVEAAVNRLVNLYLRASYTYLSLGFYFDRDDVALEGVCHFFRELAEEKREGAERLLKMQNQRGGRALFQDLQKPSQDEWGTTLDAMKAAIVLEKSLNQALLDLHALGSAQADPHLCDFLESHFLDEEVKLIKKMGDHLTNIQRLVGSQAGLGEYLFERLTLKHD
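Horse-spleen apoferritin (10 uM) was mixed with 50% saturated 1-aminoanthracene in PBS, exposed to compounds for 10 min at room temperature, and read for fluorescence (ex 380 nm, em 535 nm). Competitive displacement was fitted with a four-parameter Hill equation.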
TRHR enhancer = TRH receptor (human) allosteric enhancement; P34981; TRHR cells, fluo-8 calcium fluorescence, EC20 TRH enhancement; enhancement, % at 2 µM; 360,000 tested, 0.66% active; AID 493056; in the data active = enhancement above about 30%; also: 0% is about no effect
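TRHR-expressing cells loaded with fluo-8 calcium dye were read kinetically (ex 480/em 530) during compound addition, then stimulated with an EC20 of TRH (10 nM final). Enhancement of the Gq-mediated intracellular calcium response was scored.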
D1 antagonist = human D1 dopamine receptor antagonism. AID 504652. activity change, negative = inhibition, % at 10 µM. 360,000 tested, 3.2% active. P21728. HEK293 TREx D1 cells, calcium flux, dopamine EC80; hits give low values; in the data active = activity change below about -30%; also: % is scaled to controls: 0 for no effect and ±100 for the full control effect
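Calcium flux readout: force-coupled, inducible Hek293 Trex D1 line, cells induced overnight at 30 C with tetracycline, dye-loaded 30–90 min at RT. Antagonism scored against EC80 dopamine challenge given 180 s after compound.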
D1 PAM = human D1 dopamine receptor positive modulation | P21728 | 360,000 tested, 0.036% active | AID 504651 | potentiation, % at 10 µM | HEK293 TREx D1 cells, calcium flux, dopamine EC20 potentiation; in the data active = potentiation above about 30%; also: 0% is about no effect
RXFP1 agonist = RXFP1 (human) receptor agonism | Q9HBX9 | HEK293T-RXFP1 cAMP TR-FRET, 30 min; response scale: percent of porcine relaxin response, buffer zero | Potency, µM (doses to about 57.5 µM), inactives show at the highest dose activation, hits mostly activators | 370,000 tested, 0.3% active | AID 2676; also: potency is read from the fitted curve at half-maximal effect; % is scaled to controls: 0 for no effect and ±100 for the full control effect; nearly all actives have a fitted effect of over 60% in size; many of its hits are not listed in these tables
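Agonist response is measured as cAMP accumulation in an RXFP1-transfected HEK293T line under PDE4 inhibition. Values are scaled between buffer-only and 29 nM porcine relaxin, and EC50s come from standard Hill equation fits.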
D1 agonist = activates the human D1 dopamine receptor. HEK293 T-REx D1 cells, calcium flux, agonist mode. P21728. activation, % at 2 µM. 360,000 tested, 1% active; in the data active = activation above about 30%; also: 0% is about no effect
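Tetracycline-induced HEK293 TREx D1 cells, force-coupled to calcium signalling, were dye-loaded with a no-wash calcium kit. Compound was pin-added after a 10 s baseline. Fluorescence was read kinetically at 1 cycle/s for 180 s, with calcium rises flagged as agonism.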
An asterisk follows results filed as active; ? = inconclusive; nt = no result given; [ ] = remark or other dose. Unless noted, calls follow the shape of the dose curve; as a rule, active = well fitted curve in the direction sought with a large enough effect; inconclusive = small, poorly fitted or top-dose-only effect, or another doubt; inactive = no such curve, though single readings can be large; an effect the other way counts as inactive or inconclusive. Only part of the results is shown. The share of hits here may be higher or lower than overall.

The line under a structure holds: RXFP1 agonist	D1 PAM	D1 antagonist	D2 potentiator	TRHR ag	TRHR enhancer	Anesthetic bind	RXFP1 antag	D1 agonist
COc1cc(OC)c(C(=O)NC2CCCc3ccccc32)cc1OC (configuration not stated)
    0.4%	-5.2	-9.4	2.7	-2.5	2.9	-9.0%	-1.8	2.8
Cc1ccc(NC(=O)N2CCCCC2)cc1[N+](=O)[O-]
    -4.3%	6.6	6.3	7.6	2.0	2.2	-13.4%	-3.8	0.5
CCOC(=O)c1c(C)c(C(=O)Nc2ccc(N(C)C)cc2)c(C)n1CC
    -0.1%	-0.1	24.5	-4.2	-0.2	5.6	-18.1%	9.0	0.2
Cc1ccc(N(CC(=O)NC2CCCC2)C(=O)CCC(=O)Nc2nccs2)c(C)c1
    6.1%	-3.1	-3.6	7.5	-0.4	-3.1	-3.3%	-2.8	1.3
CCN(CC)CC(=O)N1CCCC(N2CCN(c3cccc(C(F)(F)F)c3)CC2)C1 (configuration not stated)
    0.2%	-0.9	5.6	9.1	0.5	-0.4	-5.3%	-5.9	-2.5
CCC1CCc2nc3sc(C(=O)Nc4ccc(F)cc4F)c(N)c3cc2C1 (configuration not stated)
    8.2%	3.1	1.3	-9.5	0.4	-1.9	5.7%	nt	1.1
O=C(NCCc1ccccc1)c1ncn[nH]1
    -1.4%	0.9	10.2	nt	-0.9	1.9	-4.0%	27.4	5.3
Cc1c(-n2cccc2C=O)cccc1[N+](=O)[O-]
    -1.9%	-5.4	-10.2	-4.8	-0.4	21.9	-17.0%	-0.3	0.9
COC(=O)CSc1nc2nc(C)c(Br)cc2[nH]1
    5.6%	-2.8	nt	-1.9	0.5	4.4	-16.7%	-1.4	-0.5
Cc1ccc(NC(=O)Cc2c(O)c3ccccc3[nH]c2=O)c(C)c1
    0.9%	-6.0	-12.0	1.4	0.2	6.9	-10.7%	-10.2	3.6
COC(=O)c1c(NC(=O)CN(c2ccccc2)S(C)(=O)=O)sc2c1CCCC2
    -0.1%	0.3	-10.7	nt	-0.5	-0.7	3.7%	-6.4	4.8
O=C(NCc1ccc(Cl)cc1)C1CCCN(C(=O)c2cnn(-c3ccc(F)cc3)c2-n2cccc2)C1 (configuration not stated)
    -1.5%	0.0	2.8	10.2	-0.7	0.1	-8.3%	-31.4	-1.5
COc1ccc(NC(=O)CSc2nnc(Cc3cccn3C)n2-c2ccc(F)cc2)cc1OC
    -0.1%	-4.4	-45.0*	3.0	-0.7	0.0	-1.8%	-7.3	0.0
CC(C)C(NC(=O)c1ccccc1)C(=O)NCC(c1ccccc1)N(C)C (configuration not stated)
    0.2%	3.8	29.3	nt	0.0	0.3	-1.9%	1.6	2.1
CCCC(=O)NCC(c1cccs1)S(=O)(=O)c1ccc(Cl)cc1 (configuration not stated)
    2.1%	3.7	-1.0	-3.2	-0.2	-2.9	-4.0%	1.8	3.3
COc1ccc(CNc2ccc(C)cc2)cc1Br
    0.3%	-6.0	-4.7	1.2	-0.6	-4.2	-19.0%	-15.6	7.3
[O-]/C(=C(\C(=S)Nc1ccc(SC(F)F)cc1)[n+]1ccccc1)c1ccc(Cl)cc1Cl
    1.2%	-0.3	-9.8	0.7	1.0	1.3	-11.7%	-18.5	2.8
CC(C)Cn1c(N)c(C(=O)COC(=O)c2cc(C3CC3)nc3ccccc23)c(=O)n(C)c1=O
    -0.5%	-5.5	6.4	-2.0	1.9	-0.5	?	nt	3.4
C=C(Br)Cn1c(CC)nc2ccccc21
    1.6%	2.0	4.4	13.6	0.4	-1.9	-17.5%	10.0	0.0
CCOC(=O)Cn1c2c(c(=N)c3ccccc31)CCC2
    0.7%	-1.2	2.4	nt	1.8	3.1	-1.6%	-10.6	4.4
CCc1ccc(NC(=O)c2ccc(F)c(S(=O)(=O)NC3CCCCCC3)c2)cc1
    2.1%	-1.9	-14.0	-8.0	0.7	-4.0	?	-13.7	6.1
CCOC(=O)Cc1csc(NC(=O)C2CCCCC2C(=O)O)n1 (configuration not stated)
    0.7%	-9.7	-8.3	nt	0.6	5.1	-2.7%	-33.6	1.9
CC(C)(C)C(=O)Cn1c(=O)n(-c2ccccc2)c(=O)c2c3c(sc21)CCC3
    5.3%	1.0	3.4	0.2	-1.7	3.0	-5.2%	-6.8	0.3
CC1CCCC(NC(=O)COC(=O)c2c[nH]c(=O)[nH]c2=O)C1C (configuration not stated)
    -1.2%	-5.0	-2.0	-1.7	-0.3	0.5	?	0.0	2.1
O=C(O)c1ccc2c3n(nc2c1)-c1ccc(Cl)cc1CO3
    -0.5%	-4.8	-13.0	-0.2	0.3	3.1	5.4%	nt	2.2
Cc1cc(C)n(-c2ccc(NC(=O)C3CCCCN3C(=O)c3cc(C)oc3C)cc2)n1 (configuration not stated)
    1.5%	-8.0	-5.4	8.6	-0.9	-4.2	-7.9%	-7.1	-0.7
COc1ccccc1/C=C1\SC(=S)N(N2C(=O)CCCC2=O)C1=O
    1.8%	-3.3	-6.3	15.4	-0.2	-4.6	?	7.1	2.3
O=S(=O)(Nc1nc2ccccc2nc1Nc1ccccc1Br)c1ccccc1
    1.9%	-2.5	11.7	-9.5	-0.1	-4.6	1.4%	nt	11.9
Cc1ccc(-c2nc3ccccc3[nH]2)cc1NC(=S)NC(=O)c1ccccc1Br
    -1.0%	-2.3	-10.1	-15.4	0.2	-15.1	-16.7%	9.6	-0.1
N#Cc1ccccc1OCC(=O)NC(=O)NCc1ccccc1
    4.0%	-8.4	-10.3	nt	-0.6	-6.8	-17.3%	1.8	0.6

Full records, quoted from the list. Order of values: RXFP1 agonist	D1 PAM	D1 antagonist	D2 potentiator	TRHR ag	TRHR enhancer	Anesthetic bind	RXFP1 antag	D1 agonist
CCN(CC)CC(=O)N1CCCC(N2CCN(c3cccc(C(F)(F)F)c3)CC2)C1 (configuration not stated) is entered as 0.2%	-0.9	5.6	9.1	0.5	-0.4	-5.3%	-5.9	-2.5
COC(=O)CSc1nc2nc(C)c(Br)cc2[nH]1 is entered as 5.6%	-2.8	nt	-1.9	0.5	4.4	-16.7%	-1.4	-0.5

Back to the main list, starting 2 compounds before the break.
The line under a structure holds: RXFP1 agonist	D1 PAM	D1 antagonist	D2 potentiator	TRHR ag	TRHR enhancer	Anesthetic bind	RXFP1 antag	D1 agonist
Cc1ccc(-c2nc3ccccc3[nH]2)cc1NC(=S)NC(=O)c1ccccc1Br
    -1.0%	-2.3	-10.1	-15.4	0.2	-15.1	-16.7%	9.6	-0.1
N#Cc1ccccc1OCC(=O)NC(=O)NCc1ccccc1
    4.0%	-8.4	-10.3	nt	-0.6	-6.8	-17.3%	1.8	0.6
COC(=O)C[N+](C)(C)CC#Cc1ccccc1
    0.2%	0.5	16.9	10.8	0.5	0.7	4.9%	-7.4	1.9
Cc1ccc(OCC(=O)O/N=C(\N)c2cccnc2)cc1
    0.1%	-1.6	8.6	-7.3	-1.2	2.2	-11.9%	-5.1	3.5
Cc1cc(C)nc(Nc2n[nH]c(-c3ccccc3C)n2)n1
    4.3%	7.5	-13.7	14.5	0.2	-7.8	-9.7%	-5.8	2.7
CC(C)OC(=O)c1cc2c(=O)[nH]c(C(Cl)(Cl)Cl)nc2o1
    -0.6%	-0.2	0.7	4.5	1.2	-2.1	-2.0%	-12.2	0.5
O=C(NC(=O)N1CCN(c2cccc(Cl)c2)CC1)c1ccccc1
    -1.8%	-11.3	-28.6	4.8	-0.2	-5.2	36.6%[activator]	-6.3	4.1
CC(Sc1nnc2ccccn12)C(=O)Nc1ccc2c(c1)OCCO2 (configuration not stated)
    6.7%	-3.6	1.4	6.4	-0.1	15.4	-3.5%	-17.2	-1.4
O=C(CN1CCN(c2ccc(F)cc2)CC1)N1N=CCC1c1ccccc1 (configuration not stated)
    0.8%	1.0	5.5	2.2	-0.6	-0.2	-12.3%	-5.7	0.8
COc1cc(C(C)=O)ccc1OCC(O)Cn1nc(C)c(C(C)=O)c1C (configuration not stated)
    1.0%	-3.0	-14.0	-4.7	0.5	8.9	-5.2%	-9.9	5.3
CCOc1ccc(-n2nc3ccc(NC(=O)c4ccc(OC)c(Cl)c4)cc3n2)cc1
    -0.1%	-0.1	-9.0	-8.6	1.2	-10.7	66.5%	7.3	4.6
CN(C1CCCCC1)S(=O)(=O)c1ccc(NC(=O)C2CCCCC2C(=O)O)cc1 (configuration not stated)
    0.4%	-0.8	-1.8	0.1	0.4	2.1	-4.6%	0.5	3.2
O=S(=O)(Nc1ccc2oc3c(c2c1)CCCC3)c1cc(Cl)ccc1Cl
    0.9%	0.9	7.9	1.0	-0.8	16.7	-4.1%	nt	-0.9
O=C(NN=C1C2CC3CC1CC(Cl)(C3)C2)c1cccs1
    -4.7%	-18.4	-38.6*	18.1	-0.7	2.2	?	-1.7	0.2
Cc1c(/C=N/NC(=O)c2cccs2)c2ccccc2n1Cc1ccccc1Cl
    0.5%	-9.9	-99.4*	1.5	0.1	-5.8	0.6%	-10.3	2.0
Cc1cccc(/C=N/NC(=O)c2cccc(Cl)c2)n1
    0.4%	2.5	4.7	9.1	-0.9	0.4	-3.0%	-20.7	2.4
CC(C)OCCCN1CC(=O)N2[C@@H](Cc3c([nH]c4ccccc34)C2(C)C)C1=O
    -0.2%	-0.4	-1.3	6.6	-1.3	0.8	-7.8%	-5.5	2.0
Cc1ccc(C2Oc3ccccc3C3=C2C(c2cccs2)n2ncnc2N3)cc1 (configuration not stated)
    0.9%	0.1	6.4	5.3	0.6	4.9	-7.4%	-7.8	1.7
COc1ccc(NC(=O)COC(=O)c2cc(Cl)ccc2O)cc1S(=O)(=O)N1CCCCC1
    0.8%	1.8	-3.9	-1.6	0.0	6.2	nt	-0.4	3.8

Compound activity deposited in PubChem BioAssay by National Center for Advancing Translational Sciences (NCATS).
